# LGR2 inh = Drosophila LGR2 receptor signaling inhibition; HEK293 LGR2, CRE-luciferase, bursicon-stimulated, 4 h; inhibition, % at 9.99 µM; hit rate 0.35% among 380,000;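 active = drop in luminescence signal, shown as inhibition above about 50% in the replicate tests, limit read from the data, passing the limit was not always enough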;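 also: agonist challenge used bursicon conditioned medium at about half maximal strength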
# Statin myotox sup = protects C2C12 myotubes from simvastatin toxicity. ATP luminescence, 48 h; scaled: DMSO 0, geranylgeraniol control 100. rescue of ATP level, % at 7.49 µM. hit rate 0.78% among 330,000. AID 602340;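 active = mean ATP rescue above about 67%, or every replicate alone reaching that limit, limit read from the data, passing the limit was not always enough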;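 also: myotubes were challenged with 10 µM simvastatin during compound exposure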
# PGC1a acetyl inh = PGC1a acetylation modulation, inhibitor mode; U2OS PGC1a acetylation, AlphaScreen anti-acetyl-lysine; with virally co-expressed GCN5 acetyltransferase; inhibition, % at 15.6 µM; hit rate 0.17% among 350,000; AID 651687;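 active = every replicate shows inhibition of at least 40%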;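 also: 0% = neutral control wells and 100% = positive control wells; some results beyond the cut were filed as inactive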
# S100A4 MyoIIA = blocks human S100A4 binding to myosin IIA peptide. P26447. S100A4/TAMRA-MyoIIA peptide fluorescence polarization. inhibition, % at 10.7 µM. hit rate 0.14% among 360,000;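 active = mean inhibition of at least 70% across replicates, with every replicate also reaching that level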
# Target sequence (P26447 whole entry, looked up): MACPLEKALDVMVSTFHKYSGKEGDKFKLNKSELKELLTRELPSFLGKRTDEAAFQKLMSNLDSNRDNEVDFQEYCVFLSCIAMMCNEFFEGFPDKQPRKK
#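 Test system: S100A4 monomer protein; Medium: HEPES pH 7.2 with CaCl2, KCl, NaCl, DTT, Triton; Probe or stimulus: TAMRA-labelled myosin IIA heavy-chain peptide probe, 5 nM; Doses: one dose per compound; Times: polarization read 5 min after assay mix addition, stable 5–60 min; Benchmarks: neutral control DMSO, positive control TFP.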
# ERAP1 inh = ERAP1 (human) enzyme inhibition; recombinant ERAP1, Leu-AMC fluorescence, 60 min; inhibition, % at 10.7 µM; AID 652197; hit rate 0.15% among 340,000;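 active = mean replicate inhibition of at least 30%, or all replicates individually reaching that 30% level; inactive = mean below 30% and not every replicate reaching it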;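 also: 0% = neutral control wells and 100% = L-leucinethiol positive control wells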
# Target sequence (Q9NZ08 whole entry, looked up): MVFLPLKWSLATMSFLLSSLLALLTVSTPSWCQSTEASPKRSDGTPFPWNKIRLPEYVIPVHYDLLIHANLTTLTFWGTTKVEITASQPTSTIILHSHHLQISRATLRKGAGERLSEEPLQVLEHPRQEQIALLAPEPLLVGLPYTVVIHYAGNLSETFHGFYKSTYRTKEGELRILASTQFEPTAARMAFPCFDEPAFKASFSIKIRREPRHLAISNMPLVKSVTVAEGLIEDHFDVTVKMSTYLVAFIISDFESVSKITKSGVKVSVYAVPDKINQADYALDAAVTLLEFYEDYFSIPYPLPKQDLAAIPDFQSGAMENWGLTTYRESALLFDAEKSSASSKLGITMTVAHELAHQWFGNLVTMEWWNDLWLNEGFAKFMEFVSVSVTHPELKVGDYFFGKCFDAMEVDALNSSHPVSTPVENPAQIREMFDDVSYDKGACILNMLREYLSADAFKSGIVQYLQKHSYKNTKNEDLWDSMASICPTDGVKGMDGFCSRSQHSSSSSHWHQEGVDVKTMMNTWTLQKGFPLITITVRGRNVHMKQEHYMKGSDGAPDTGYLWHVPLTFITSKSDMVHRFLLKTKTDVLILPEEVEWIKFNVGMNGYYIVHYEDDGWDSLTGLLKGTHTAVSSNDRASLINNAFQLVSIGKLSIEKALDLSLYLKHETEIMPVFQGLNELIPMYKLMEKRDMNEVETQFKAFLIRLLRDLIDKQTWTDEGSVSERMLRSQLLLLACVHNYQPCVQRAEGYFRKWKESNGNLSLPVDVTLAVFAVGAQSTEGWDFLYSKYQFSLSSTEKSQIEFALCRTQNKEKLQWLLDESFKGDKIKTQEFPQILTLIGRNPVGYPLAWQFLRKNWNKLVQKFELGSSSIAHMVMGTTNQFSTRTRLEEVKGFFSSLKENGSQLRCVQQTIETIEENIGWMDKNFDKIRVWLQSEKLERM
# SIRT5 block = inhibitors of human sirtuin-5 desuccinylase | Q9NXA8 | Purified SirT5, succinyl-peptide AMC, trypsin-coupled fluorescence | inhibition, % at 15 µM | hit rate 1.1% among 330,000 | AID 652115; in the data active = inhibition above about 15%
# Cneo AK release = causes C. neoformans cell lysis | adenylate kinase release luminescence, 4 h; normalised: neutral wells 0, clomiphene wells 100 | lysis activity, % at 15 µM | hit rate 0.2% among 360,000 | AID 651654;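 active = mean lysis activity across replicates of at least 80%, whatever share of replicates individually reach that level; inactive = mean lysis activity below 80%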
#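 Test system: log-phase Cryptococcus neoformans yeast cells. Input: 5 × 10^6 yeast cells/mL. Medium: fresh YPD growth medium. Doses: single dose. Incubation: static 4 h at 37 °C with compound, 1 h detection. Measured by: luminescent adenylate kinase detection reagent. Read-out: signal increase indicating cell lysis. Benchmarks: Clomiphene.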
# XiGFP reactiv = activators of X-chromosome reactivation in mouse fibroblasts; XiGFP mouse fibroblasts, % GFP-positive cells imaging, 3 d; cells co-treated with 5-aza-dC sensitizer; scaled so ellipticine positive control = 100%; activation, % at 7.58 µM; hit rate 0.055% among 360,000; AID 743238;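 active = mean normalized replicate activation at least 10% and every replicate at or above 10%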;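 also: 0% = median of on-plate neutral control wells and 100% = ellipticine 6 µM median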
#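 material = 68-5-11 XiGFP fibroblast line | medium = DMEM plus 5-aza-dC sensitizer | schedule = 3 days compound exposure | benchmarks = positive control ellipticine, 6 µM final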
# An asterisk follows results filed as active; . = not tested or not shown; & = joins results of further samples. Only part of the results is shown. The share of hits here may be higher or lower than overall.
# A first look:
SMILES,LGR2 inh,Statin myotox sup,PGC1a acetyl inh,S100A4 MyoIIA,ERAP1 inh,SIRT5 block,Cneo AK release,XiGFP reactiv
COc1ccccc1N(CC(=O)Nc1ccccc1)S(=O)(=O)c1cccs1,-16,4,-3,10,3,-34,0,0.1
CCCCn1c(=O)c(CCC(=O)OCC(=O)Nc2cc(Cl)ccc2OC)nc2ccccc21,-6,13,6,.,.,.,-4,0.2
COc1ccc(C(=O)NCC(=O)N2CCN(C(=O)c3ccco3)CC2)cc1OC,3,1,-3,-2,-3,-2,2,0.0
Cc1ccc(Cl)cc1NC(=S)N(CCCN1CCN(C)CC1)Cc1cccs1,0,3,0,2,6,-5,-2,0.1
CN(C)C(CNC(=O)Cc1cccc(C(F)(F)F)c1)c1ccccc1 (stereo unspecified),-3,7,.,-3,8,.,-4,0.2

# The listing, from the first entry:
SMILES,LGR2 inh,Statin myotox sup,PGC1a acetyl inh,S100A4 MyoIIA,ERAP1 inh,SIRT5 block,Cneo AK release,XiGFP reactiv
COc1ccccc1N(CC(=O)Nc1ccccc1)S(=O)(=O)c1cccs1,-16,4,-3,10,3,-34,0,0.1
CCCCn1c(=O)c(CCC(=O)OCC(=O)Nc2cc(Cl)ccc2OC)nc2ccccc21,-6,13,6,.,.,.,-4,0.2
COc1ccc(C(=O)NCC(=O)N2CCN(C(=O)c3ccco3)CC2)cc1OC,3,1,-3,-2,-3,-2,2,0.0
Cc1ccc(Cl)cc1NC(=S)N(CCCN1CCN(C)CC1)Cc1cccs1,0,3,0,2,6,-5,-2,0.1
CN(C)C(CNC(=O)Cc1cccc(C(F)(F)F)c1)c1ccccc1 (stereo unspecified),-3,7,.,-3,8,.,-4,0.2
C[C@@H]1CN([C@H](C)CO)C(=O)c2cccc(NS(=O)(=O)c3cn(C)cn3)c2O[C@H]1CN(C)Cc1ccc(Oc2ccccc2)cc1,3,8,-3,-12,1,-4,-1,0.2
C[C@@H]1CCCCO[C@@H](CN(C)C(=O)c2ccccc2)[C@@H](C)CN([C@@H](C)CO)C(=O)c2cc(NS(=O)(=O)c3ccc(F)cc3)ccc2O1,-2,.,11,-1,-5,4,57,-0.2
CN1CCN(C(=O)C2=C[C@H](c3csc4ccccc34)C[C@H](OCc3ccc(CO)cc3)O2)CC1,-1,-3,2,13&5,3&-1,-3,2&14,0.0
O=C(Cn1nc(C(=O)O)c2ccccc2c1=O)Nc1nc(-c2ccccc2)cs1,-24,4,1,3,-3,-6,.,-0.2
CC(CN1CCCC1)OC(=O)c1ccc(Cl)cc1Cl (stereo unspecified),.,3,-11,29,0,0,-4,0.0
O=C(C[C@@H]1CC[C@H](NC(=O)C2CCC2)[C@H](CO)O1)NC1CCCCC1,-9,-4,-11,4,-2,5,-5,-0.1
COCCN(CC(=O)Nc1cccc(C)c1C)C(=O)c1ccc(-n2cccn2)cc1,-6,13,7,-13,1,5,-1,-0.5
CC(C)CC#Cc1cnc2c(c1)C(=O)N([C@H](C)CO)C[C@H](C)[C@H](CN(C)Cc1ccccc1C(=O)O)O2,-7,8,0,-4,0,.,-14,-0.2
CC(C)NC(=O)Nc1ccc2c(c1)CC(=O)N([C@@H](C)CO)C[C@H](C)[C@@H](CN(C)S(=O)(=O)c1ccc(Cl)cc1)O2,3,18,-2,15,2,3,-1,-0.1
NS(=O)(=O)c1cccc(NC(=O)c2cccc3c(Br)cccc23)c1,.,-10,-2,6,1,-1,-1,0.2
COc1ccc2c(CC(=O)Nc3ccc(N4CCOCC4)cc3)coc2c1,4,.,.,1,-3,-2,.,0.0
Cc1nc(NC(=O)CSc2nnc(C3CC3)n2C)sc1C,-27,-5,.,-3,-4,-2,-2,0.1
CC1(C(=O)N2CCN(Cc3ccccc3Cl)CC2)CC1(Cl)Cl (stereo unspecified),-33,-8,3,-6,-3,-4,-1,0.0
S=C(NNc1nc(Nc2ccccc2)nc(N2CCCCC2)n1)NC1CCCCC1,-5,.,0,5,3,-2,.,0.3
CN(CC(=O)Nc1cccc2c1CCCC2)S(=O)(=O)c1ccccc1,-1,-37,-32,.,.,.,-1,.
COC(=O)N1[C@H](Cc2ccccc2)C=C[C@]1(C)C(=O)O,3,4,7,3,3,.,-2,-0.3
O=C(C[C@@H]1C=C[C@@H](NC(=O)Nc2ccc3c(c2)OCO3)[C@@H](CO)O1)NCc1ccc(F)cc1,9,5,0,7,-4,-3,6,-0.4
COc1ccc2oc(C(=O)OCC(=O)N3C(C)CCCC3C)c(C)c2c1 (stereo unspecified),-28,-3,.,-6,0,-6,1,0.2
COc1cc(OC)c(NC(=O)c2cncn2-c2ccc(F)cc2)cc1Cl,-11,8,3,-2,-3,-3,2,0.4
Cc1ccsc1/C=C(/C#N)C(=O)NCc1ccccc1,-1,.,4,4,0,-3,0,-0.1

# Going on with the list.
SMILES,LGR2 inh,Statin myotox sup,PGC1a acetyl inh,S100A4 MyoIIA,ERAP1 inh,SIRT5 block,Cneo AK release,XiGFP reactiv
COc1ccc(NC(=O)Nc2ccc3c(c2)[C@H]2C[C@H](CC(=O)N4CCc5ccccc5C4)O[C@H](CO)[C@H]2O3)cc1,31,1,4,7,0,7,-10,0.0
Cc1ccccc1NC(=O)Cc1nc(COC(=O)c2ccc(C(F)(F)F)cc2)cs1,7,2,0,-2,-1,-2,3,0.1
CCOC(=O)C(NC(C)=O)(Nc1ccc(S(=O)(=O)Nc2ncccn2)cc1)C(F)(F)F (stereo unspecified),2,.,2,-3,2,19*,.,0.1
Cc1csc2ncc(C(=O)N(Cc3ccccc3)c3ccccn3)c(=O)n12,12,-5,-3,1,2,13,1,0.1
Cc1c(C(=O)NCCc2ccc(S(N)(=O)=O)cc2)cccc1[N+](=O)[O-],6,-7,7,9,-4,-1,.,0.0
CC1=C(C(=O)N2CCOCC2)CC(CC(=O)NCC2CCCCC2)C(=O)N1Cc1ccc(F)cc1 (stereo unspecified),12,1,0,4,.,14,4,0.2
CCOC(=O)C1=C(CC)Nc2ccccc2N=C1NC(=O)c1ccc(OC)c(S(=O)(=O)N2CCOCC2)c1,6,0,-9,-2,-1,-1,0,0.2
CC1CCN(C(=O)c2[nH]cnc2C(=O)NCc2ccccc2)CC1,3,-9,17,-4,-3,1,-2,0.0
COc1ccc(NC(=O)CN(C)C(=O)c2ccc(COc3ccccc3)cc2)cc1,7,-4,-13,2,1,-1,-1,0.1
COc1ccc(N/C=C/C(=O)c2ccccc2)cc1,65*,12,.,0,0,-3,-2,0.0
CC(C)NC(=O)CSc1nc2ccccc2n1CC(=O)N1CCc2ccccc21,-15,.,2,0,1,-2,.,.
C[C@H]1CN([C@@H](C)CO)C(=O)Cc2cc(NS(C)(=O)=O)ccc2O[C@@H]1CN(C)Cc1ccc(-c2ccccc2)cc1,.,13,-10,-6,-2,1,-7,.
CCOC(=O)c1c(NC(=O)CSc2nnc(-c3ccncc3)n2Cc2ccco2)sc(C)c1C,9,6,-11,.,.,.,4,.
CCC(CC)c1nnc(NC(=O)Cc2cccs2)s1,9,3,-7,-11,-1,0,.,0.0
Cn1cccc1Cc1nnc(SCC(=O)NC2CCCC2)n1CCc1ccccc1,-4,-9,.,5,0,.,1,0.3
Cc1cc(C)c(NC(=S)N(C)C)cc1C,.,.,7,-1,3,-2,0,0.0
COc1cc(CCc2ccccc2)c(C(=O)O)c(O)c1CC=C(C)C,-3,-153,-13,-2,-1,.,2,.
COCc1cn(CC[C@H]2CC[C@H](NC(=O)Nc3ccc4c(c3)OCO4)[C@H](CO)O2)nn1,3,4,-4,-5,-4,0,0,0.2
COc1ccc(S(=O)(=O)N2CCCC(C(=O)NCc3ccc(F)cc3)C2)cc1 (stereo unspecified),3,10,.,-12,4,-4,0,0.0
CNC(=O)c1ccsc1NC(=O)CS(=O)(=O)c1ccccc1,-2,.,.,-4,0,3,.,0.2
CC1(C)CC(C(=O)NCCC(c2ccccc2)c2ccco2)CCO1 (stereo unspecified),4,.,.,-2,-5,0,2,0.0
O=C(O)COc1ccccc1/C=N/NC(=O)CNC(=O)c1ccco1,-3,.,.,-2,0,0,.,0.0
CO[C@H]1CN(C)C(=O)c2cc(NC(=O)C3CC3)ccc2OC[C@H](C)N(Cc2cccnc2)C[C@@H]1C,-10,10,.,-8,0,6,0,1.1
O=C(Nc1cccc(Cl)c1)N[C@@H]1CC[C@@H](CCNC(=O)C2CC2)O[C@@H]1CO,-1,-8,3,-4,-1,0,-6,-0.3
CC(C)(C)/C(Cn1cncn1)=N\OC(=O)Nc1ccc(Cl)cc1,-16,13,1,-1,0,-3,.,0.1

# Other results follow:
SMILES,LGR2 inh,Statin myotox sup,PGC1a acetyl inh,S100A4 MyoIIA,ERAP1 inh,SIRT5 block,Cneo AK release,XiGFP reactiv
COc1ccccc1S(=O)(=O)N[C@@H]1CC[C@H](CC(=O)N2CCOCC2)O[C@@H]1CO,17,-3,9,7,-1,4,53,-0.5
NS(=O)(=O)c1ccc(CCNC(=O)COC(=O)c2ccc([N+](=O)[O-])o2)cc1,0,-19,1,33,-3,-2,1,-0.1
CCCOc1ccc(/C=C/c2c([N+](=O)[O-])c(=O)n(C)c(=O)n2C)cc1,28,10,4,-31,-2,2,-2,0.0
Nc1nccc(/C=C/c2ccc(Cl)cc2)n1,-43,.,-7,-2,0,-3,-4,0.0
O=C(O)C(Oc1ccc2ccccc2c1)c1ccccc1 (stereo unspecified),.,13,-1,-4,.,-4,3,0.0
COc1cc(C2NC(=S)NC3=C2CCc2ccccc23)cc(OC)c1OC (stereo unspecified),6,.,.,0,-2,-1,-2,0.1
COC(=O)c1cn(C(=O)c2cc(OC)cc(OC)c2)c2ccccc12,1,-8,-4,4,-4,-1,15,0.0
CC1=[N+](CC(=O)NC(C)(C)C)CCc2ccccc21,6,.,.,38,0,-5,.,-0.1
Cc1cccn2c(CNCCc3ccccn3)c(C(=O)N3CCOCC3)nc12,11,-7,1,-9,1,11,0,-0.1
Cn1c(=O)c2[nH]c(CSCc3ccccc3)nc2n(C)c1=O,5,.,.,0,0,1,.,0.1
O=C(COc1ccccc1F)NNC(=O)c1cc(Br)ccc1Cl,0,-1,.,-3,0,-10,1,-0.5
NC(=O)c1ccc2c(=O)n3c(-c4cc(Cl)c(N)c(Cl)c4)csc3nc2c1,.,0,2,0,0,.,-2,0.5
CCC(=O)N(C)C[C@H]1Oc2ncc(C#CC3(O)CCCC3)cc2C(=O)N([C@@H](C)CO)C[C@@H]1C,3,-20,-9,0,-2,-1,-3,1.7
COc1ccc(CN(C)C[C@@H]2OCCCC[C@@H](C)Oc3ccc(NC(=O)C4CCCCC4)cc3C(=O)N([C@@H](C)CO)C[C@H]2C)cc1,-10,.,1,-1,3,8,-10,0.2
COCC(=O)Nc1ccc2c(c1)C(=O)N(C)[C@@H]1CC[C@@H](CC(=O)OC)O[C@@H]1CO2,6,-4,-1,.,.,.,-1,0.4
O=S1(=O)N=C(N(CCO)/N=C/c2ccncc2)c2ccccc21,9,-9,3,2,-8,0,1,0.0
COCCn1c(=S)[nH]c2cc(C(=O)N(CCO)Cc3ccccc3)ccc2c1=O,-9,-1,-6,19,-7,0,-1,0.2
O=Cc1ccc(OCc2cn(CC(=O)c3ccc(O)cc3)nn2)cc1,12,-8,5,1,-2,0,7,-0.2
C[C@H]1CN([C@@H](C)CO)C(=O)Cc2cc(NS(=O)(=O)c3cccs3)ccc2O[C@@H]1CN(C)S(=O)(=O)c1cn(C)cn1,-13,-21,11,3,2,3,3,-0.8
Cc1cc(C(=O)CSc2nnc(CCC(N)=O)n2C)c(C)n1C1CC1,4,5,.,5,4,-3,4,0.1
